M1 PAM parental – nonselective activator or artifact in parental CHO-K1 calcium assay. ATP EC20, Fluo-8 calcium fluorescence; 0% at ATP EC20, 100% at ATP max. actives 0.02% (n = 360,000). activation, % at 3 µM;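 active = activation above the run cutoff, the mean activation of all test compounds plus 3 SD, cut at about 40% in these data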;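 also: peak over basal fluorescence ratio in a 140 s read after ATP addition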
TAAR1 antag – antagonists of human TAAR1; actives 1.5% (n = 360,000); Q96RJ0; inhibition, % at 3 µM; AID 624466; CHO RD-HGA16 TAAR1, Fluo-8 calcium fluorescence, antagonist;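 active = inhibition above a per-plate cutoff, the mean inhibition of test compounds on that plate plus 3 SD, cut at about 49% in these data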;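 also: 0% = DMSO plus EC80 beta-PEA response and 100% = DMSO alone without agonist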
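Test system – hTAAR1-expressing CHO RD-HGA16 cells, Gα16-coupled · Also added – β-PEA at EC80 concentration, post-compound challenge · Compound – 3 µM, single point · Incubation – dye loading 75 min at 37 °C, then 30 min room temperature · Measured by – Fluo-8 intracellular calcium dye fluorescence, real-time kinetic reads · Benchmarks – vehicle and agonist controls · Replicates – singlicate, one well per test compound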
CHO-K1 Ca ag – counter-screen for M1 agonists: effect in parental CHO-K1 cells | activation, % at 3 µM | Fluo-8 calcium fluorescence; scaled to maximal ATP response, vehicle zero | actives 0.48% (n = 360,000); in the data active = activation above about 15%;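 also: untransfected CHO-K1 host cells lacking M1 receptor as counterscreen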
CHRM1 agonist – activates human CHRM1 receptor; activation, % at 3 µM; CHO-K1 hM1, Fluo-8 calcium fluorescence, agonist mode; 0% DMSO, 100% acetylcholine EC100; actives 0.33% (n = 360,000); P11229;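 active = activation above the run's mean compound activation plus 3 SD, cut at about 16% in these data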;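 also: peak over basal fluorescence ratio within a 140 s kinetic read after compound addition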
Target sequence (P11229 whole entry, looked up): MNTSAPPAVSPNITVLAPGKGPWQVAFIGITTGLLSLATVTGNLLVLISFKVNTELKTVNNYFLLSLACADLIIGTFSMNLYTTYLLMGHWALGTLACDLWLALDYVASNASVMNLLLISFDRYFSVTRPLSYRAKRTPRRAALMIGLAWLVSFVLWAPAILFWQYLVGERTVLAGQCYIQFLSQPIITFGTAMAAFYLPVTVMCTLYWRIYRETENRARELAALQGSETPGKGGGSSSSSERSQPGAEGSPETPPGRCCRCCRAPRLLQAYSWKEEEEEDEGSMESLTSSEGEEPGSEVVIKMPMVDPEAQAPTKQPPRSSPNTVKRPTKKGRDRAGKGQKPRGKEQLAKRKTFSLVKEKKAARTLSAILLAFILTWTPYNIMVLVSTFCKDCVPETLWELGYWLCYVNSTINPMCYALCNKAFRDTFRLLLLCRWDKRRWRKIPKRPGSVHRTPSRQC
OXTR potentiator – human OXTR potentiation. activation, % at 3 µM. AID 2445. CHO-OTR cells, Fluo-8 calcium fluorescence, potentiator mode; 0% = oxytocin EC15, 100% = EC100. P30559. actives 0.061% (n = 320,000);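 active = activation above that plate's cutoff, the mean activation of tested compounds plus 3 SD, cut at about 6.6% in these data, passing the limit was not always enough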;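 also: 100% uses oxytocin at 75 nM as the full agonist control; some results filed as inactive read as strong as hits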
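Assay system: CHO cell line stably expressing human OTR. Reagent: EC15 oxytocin agonist. Dosing: single dose, 3.0 µM nominal final compound concentration. Timing: compound 6 min at room temperature before oxytocin, 100 s read. Signal: kinetic Fluo-8 calcium fluorescence. Controls: oxytocin EC15 low and EC100 high.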
CHO-K1 Ca antag – counter-screen for M1 antagonists: effect in parental CHO-K1 cells. inhibition, % at 3 µM. actives 0.6% (n = 360,000). AID 602250. ATP-induced calcium, Fluo-8 fluorescence;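 active = inhibition above a per-plate cutoff, the plate's mean sample inhibition plus 3 SD, cut at about 24% in these data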;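 also: 0% = DMSO plus EC80 ATP and 100% = DMSO alone without ATP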
TAAR1 ag – human TAAR1 agonism; activation, % at 3 µM; actives 0.99% (n = 360,000); Q96RJ0; CHO RD-HGA16 TAAR1, Fluo-8 calcium fluorescence; vehicle wells 0%, saturating PEA agonist 100%;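 active = activation above the mean activation of all test compounds in the run plus 3 SD, cut at about 38% in these data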
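System: CHO RD-HGA16 cells carrying human TAAR1 plus Gα16; Incubation: 17-24 h seeding, 75 min 37 °C dye, 30 min RT; Measured by: Fluo-8 fluorescence, 5 s baseline then 140 s kinetic read; Control set: DMSO and PEA EC100; Replication: single well for each compound.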
V1R ag counter – V1a receptor agonism, counter-screen for OXTR agonists | activation, % at 3 µM | CHO-V1R cells, Fluo-8 calcium fluorescence, agonist mode; 0% DMSO, 100% 3 nM vasopressin | P37288 | actives 0.25% (n = 320,000);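 active = activation above the mean activation of all tested compounds plus 3 SD, per screening run, cut at about 20% in these data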;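 also: signal is peak over basal fluorescence ratio across a 100 second FLIPR read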
Target sequence (P37288 whole entry, looked up): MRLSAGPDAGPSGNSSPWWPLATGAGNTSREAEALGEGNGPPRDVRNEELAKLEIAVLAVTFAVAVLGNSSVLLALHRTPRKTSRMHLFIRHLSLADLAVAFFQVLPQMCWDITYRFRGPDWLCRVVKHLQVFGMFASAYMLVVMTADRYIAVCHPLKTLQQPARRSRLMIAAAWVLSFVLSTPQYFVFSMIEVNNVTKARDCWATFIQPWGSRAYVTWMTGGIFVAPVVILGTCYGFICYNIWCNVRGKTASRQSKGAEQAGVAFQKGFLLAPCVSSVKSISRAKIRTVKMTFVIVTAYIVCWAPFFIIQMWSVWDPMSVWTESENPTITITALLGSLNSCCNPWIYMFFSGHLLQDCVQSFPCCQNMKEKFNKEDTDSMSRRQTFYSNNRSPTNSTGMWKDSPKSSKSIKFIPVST
CHO parental Ca – counter-screen: ATP calcium response change in parental CHO cells; parental CHO-K1, ATP-induced calcium, Fluo-8 fluorescence; inhibition, % at 5.6 µM; actives 0.63% (n = 330,000); AID 463079;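 active = inhibition above that plate's mean sample inhibition plus 3 SD, cut at about 26% in these data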;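 also: 0% = ATP-challenged DMSO wells and 100% = DMSO wells without ATP; some compounds past the cut are filed as inactive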
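Test system: untransfected parental CHO cell line. Compound: one dose, 5.6 µM nominal. Detection: intracellular calcium via Fluo-8 no-wash fluorescent dye. Measure: % inhibition. Benchmarks: ATP-challenged DMSO wells low, unchallenged DMSO wells high.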
* marks the source's active call; other numbers are inactive results; nt = no result given.

Values in the order: TAAR1 antag, CHO parental Ca, V1R ag counter, CHO-K1 Ca antag, CHRM1 agonist, OXTR potentiator, M1 PAM parental, CHO-K1 Ca ag, TAAR1 ag
1	O=C(O)c1ccc(CSc2nc3ccccc3o2)cc1
 : 13, -6, 3.3, -15, -3, -12, 17, 0.4, 2
2	C/C(=N\Nc1ccc([N+](=O)[O-])cc1)c1ccco1
 : 4, 3, 2.1, 10, -9, -4, -9, 1.4, 4
3	Cc1ccc(-c2cc(C(F)F)n3ncc(C(=O)NCc4ccco4)c3n2)cc1
 : 0, -12, -0.5, -4, -6, -16, 11, -0.9, 1
4	O=c1cc(O)c2c(=O)n(-c3ccccc3)c3c(c2o1)CCCCCC3
 : 6, -4, 0.5, 24*, -4, -10, -12, -0.2, 0
5	O=C(NCCO)C(=O)NCC1OCCCN1S(=O)(=O)c1ccc2c(c1)OCCO2 (stereo unspecified)
 : -12, -6, -0.8, -12, -2, -8, 6, 1.2, 4
6	Cc1ccc(-c2nc3cc(C)c(Br)c(C)n3c2CC2CCCCC2)cc1
 : -26, nt, nt, 1, nt, nt, -5, -0.1, 1
7	C=CCn1c(=O)c2ccccc2n2c(SCC(=O)NC(C)C)nnc12
 : -5, nt, nt, -3, -1, nt, 1, 4.0, -1
8	COc1ccccc1N1CCN(CCC(=O)Nc2cccc(Cl)c2)CC1
 : -3, -24, 4.9, -3, -8, 1, 4, 4.1, 9
9	Cc1ccc(S(=O)(=O)N2CCOCC2)c(C)c1NS(C)(=O)=O
 : 12, 3, 1.0, -10, -6, -6, 29, 0.6, 0
10	CSc1ccc(CN(C)Cc2nc3ccccc3c(=O)[nH]2)cc1
 : -11, 2, 0.3, -15, -1, 0, 19, 3.4, 1
11	COc1ccc(C(=O)N2CCC(C(=O)N3CCN(c4ccccc4)CC3)CC2)cc1
 : -5, -17, 1.9, -10, 0, -4, 23, 1.8, 0
12	Cc1cccc(NC(=O)C2COc3ccccc3O2)c1 (stereo unspecified)
 : 2, -4, -0.9, 5, -5, -3, 7, -0.3, 6
13	CCc1nnc(NC(=O)CSc2nnc(-c3ccccc3O)o2)s1
 : 5, 13, 0.7, 6, 1, -2, 15, -0.6, 1
14	COc1ccc(CC(=O)Nc2ccc(N3CCCC3)c(C)c2)cc1
 : -14, -19, 0.3, -7, -10, -2, 11, 0.0, 0
15	COc1ccc(/C=N/NC(=O)c2ccccc2OC)cc1COc1ccccc1[N+](=O)[O-]
 : 51*, -4, -0.1, 12, -3, -8, -8, 2.5, 1
16	N#Cc1cc2c([nH]c1=S)CCCCCC2
 : 1, -17, 0.1, 4, -5, 2, -3, -0.2, 10
17	O=C(Cn1c(=O)c2c(ncn2C2CCCC2)n(Cc2ccccc2)c1=O)N1CCc2ccccc21
 : -6, -27, -0.4, -7, -6, 1, 1, -0.2, 7
18	CC1NC(=O)c2cc3ccccc3cc2-n2c1nc1cc(Cl)ccc1c2=O (stereo unspecified)
 : -29, nt, nt, -3, -2, nt, 9, 0.3, 2
19	CC(C)(C)OCC(NC(=O)C(CC(N)=O)NC(=O)OC(C)(C)C)C(=O)OC(C)(C)C (stereo unspecified)
 : -3, -6, -0.7, -6, -5, -2, 17, 0.6, 3
20	O=C(NC1(C(F)(F)F)NC(=O)N(c2ccc(F)cc2)C1=O)c1ccncc1 (stereo unspecified)
 : 12, 2, 0.8, -6, -3, 0, 20, 0.1, 0

Taken from above.
In M1 PAM parental, COc1ccc(C(=O)N2CCC(C(=O)N3CCN(c4ccccc4)CC3)CC2)cc1 reads 23
In CHO-K1 Ca antag, O=C(NC1(C(F)(F)F)NC(=O)N(c2ccc(F)cc2)C1=O)c1ccncc1 (stereo unspecified) reads -6
In CHO-K1 Ca antag, COc1ccc(/C=N/NC(=O)c2ccccc2OC)cc1COc1ccccc1[N+](=O)[O-] reads 12

Going on with the list.
Values in the order: TAAR1 antag, CHO parental Ca, V1R ag counter, CHO-K1 Ca antag, CHRM1 agonist, OXTR potentiator, M1 PAM parental, CHO-K1 Ca ag, TAAR1 ag
21	CC(C)Cc1nnc(NC(=O)CCC(=O)N2CC(C)CC(C)C2)s1 (stereo unspecified)
 : -20, -13, 2.0, -17, -1, -2, 22, 3.9, 3
22	O=C1CC(N2CCN(c3ccc(F)cc3)CC2)C(=O)N1Cc1cccs1 (stereo unspecified)
 : 0, -14, -0.6, -1, -4, -14, 12, 0.8, 4
23	COc1ccc(Cc2nc(-c3cccs3)no2)cc1OC
 : -6, -4, 3.0, 4, -2, -8, 9, 1.6, 1
24	O=C(NCC(=O)N1CCN(c2ncccn2)CC1)c1ccccc1F
 : -9, 1, 1.0, -23, -2, 2, 14, 0.7, -2
25	CCn1nc(C)cc1C(=O)N1CCCC(C(=O)c2cccc(OC)c2)C1 (stereo unspecified)
 : 6, -8, 0.5, -12, 0, -12, 8, 2.1, 1
26	Cc1ccc(N(C)C(=O)N2CCN(S(=O)(=O)c3ccc(C)cc3)CC2)cc1
 : -15, -23, 0.6, -7, 19*, -2, -13, 1.1, 0
27	Cn1c(COc2ccccc2)nnc1SCCC(=O)Nc1ccccc1
 : -4, -28, 1.5, -3, -1, -11, 10, -0.2, 14
28	CCN1CCN(Cc2ccc(NC(=O)c3ccc(C)c(NC(=O)c4cccc(-c5cn[nH]c(=O)c5)c4)c3)cc2C(F)(F)F)CC1
 : nt, -7, 0.0, -12, -14, -2, 21, 0.8, nt
29	CCOC(=O)CCNC(=O)N1CCCC(C(=O)c2cccc(OC(C)C)c2)C1 (stereo unspecified)
 : -7, -1, 0.5, -12, -6, -7, 6, 3.2, 0
30	CCOc1ccccc1NC(=O)CSc1n[nH]c(N)n1
 : -16, -4, 0.1, -17, -3, -2, 17, 1.4, 1

CHRM1 agonist, what is marked active above.
entry | SMILES | TAAR1 antag | CHRM1 agonist | OXTR potentiator
26 | Cc1ccc(N(C)C(=O)N2CCN(S(=O)(=O)c3ccc(C)cc3)CC2)cc1 | -15 | 19* | -2

Next structures.
Values in the order: TAAR1 antag, CHO parental Ca, V1R ag counter, CHO-K1 Ca antag, CHRM1 agonist, OXTR potentiator, M1 PAM parental, CHO-K1 Ca ag, TAAR1 ag
31	O=C(NCc1ccccc1)C1(CC2CC(c3ccccc3)=NO2)CCNCC1 (stereo unspecified)
 : 14, -12, 0.4, -21, -7, -1, 19, 0.5, 3
32	COc1cc2c(cc1OC)C(c1ccc(C)o1)CC(=O)N2 (stereo unspecified)
 : -15, 2, 1.2, 12, -1, 6.7*, 5, -0.5, 1
33	Cc1ccccc1OCCn1nc(C(=O)O)c2ccccc2c1=O
 : 12, -24, 5.0, -1, 4, -15, 12, 2.7, 8
34	Cc1ccc(C(c2c(O)nc3n(c2=O)CCS3)c2c(O)nc3n(c2=O)CCS3)cc1
 : 9, 1, -0.6, 7, -3, -3, 7, 0.5, 1
35	COc1cc(C(=O)N/N=C/c2sc(N3CCOCC3)nc2-c2ccccc2)cc(OC)c1OC
 : -6, -9, 0.7, -4, -3, -2, -2, 4.7, 5
36	O=S(=O)(c1ccc(-c2n[nH]c(=S)o2)cc1)N1CCCC1
 : -21, -4, 1.0, -9, -2, -7, 12, -0.1, -1
37	COc1ccc(SC[C@H](Cc2ccccc2)N2CC[C@@H](C)CCC2=O)cc1
 : 35, -18, -0.8, -23, -9, -7, 26, -0.5, 16
38	CCN(CC(=O)Nc1ccc(OC)cc1)C(=O)CSCC(=O)Nc1ccc(C)cc1
 : -15, -11, -0.6, 0, -3, -12, -10, -0.1, 3
39	CCc1cc(Cn2nc(-c3ccccc3)cc2C(=O)NCCOC)on1
 : -3, -3, 0.8, -15, -3, -4, 23, 1.7, 13
40	COc1ccc(N2CCN(c3nc4c(C)cccn4c(=O)c3C=C(C#N)C#N)CC2)cc1
 : -6, nt, nt, -14, -3, nt, 7, 1.4, 2

Quoted at random: 2 entries already listed, in no set order.
Values in the order: TAAR1 antag, CHO parental Ca, V1R ag counter, CHO-K1 Ca antag, CHRM1 agonist, OXTR potentiator, M1 PAM parental, CHO-K1 Ca ag, TAAR1 ag
34	Cc1ccc(C(c2c(O)nc3n(c2=O)CCS3)c2c(O)nc3n(c2=O)CCS3)cc1
 : 9, 1, -0.6, 7, -3, -3, 7, 0.5, 1
36	O=S(=O)(c1ccc(-c2n[nH]c(=S)o2)cc1)N1CCCC1
 : -21, -4, 1.0, -9, -2, -7, 12, -0.1, -1

Further entries:
Values in the order: TAAR1 antag, CHO parental Ca, V1R ag counter, CHO-K1 Ca antag, CHRM1 agonist, OXTR potentiator, M1 PAM parental, CHO-K1 Ca ag, TAAR1 ag
41	Cc1c(C(=O)Nc2nc(-c3ccccn3)cs2)oc2ccccc12
 : nt, -20, 1.1, 0, -5, 2, -10, 3.2, nt
42	CC(=O)c1ccc(NC(=O)CSc2nnc(NC(=O)c3ccco3)s2)cc1
 : nt, -5, -0.2, 0, -1, -2, 20, 6.6, nt
43	O=C(Nc1cnc2ccccc2c1)c1ccncc1
 : 15, -10, 0.2, -12, 3, -4, 20, 0.4, 1
44	COc1ccc(S(=O)(=O)N2CCCCC2c2cc(C(=O)Nc3ccccc3Cl)no2)cc1 (stereo unspecified)
 : -7, nt, nt, 5, -2, nt, -11, -0.2, 0
45	O=C(CCc1ccccc1)n1nc(-c2ccco2)nc1SCc1ccccc1
 : 11, nt, nt, -2, 1, nt, 19, -0.6, 0
46	COc1cccc(C2CC(c3cccs3)=NN2S(C)(=O)=O)c1OC (stereo unspecified)
 : 1, -10, 0.3, 12, 2, 6, -6, 0.3, 6
47	CCN(CC(=O)Nc1ccc2c(c1)OCCO2)C(=O)C1CC(=O)N(c2ccc(OC)cc2OC)C1 (stereo unspecified)
 : -4, -21, -0.3, 4, -5, -3, -4, 0.0, 1
48	COc1ccc(-c2c(-c3ccsc3)oc3ccc(N4CCOCC4)cc23)cn1
 : 19, -26, -1.0, 5, -5, -8, -8, -0.6, 4
49	Cc1cc(NC(=O)CSc2nncn2-c2ccccc2)no1
 : -2, -3, 1.2, -7, -6, -3, 6, -0.2, 3
50	COc1ccc(/C=C2\SC(=S)N(C(Cc3ccccc3)C(=O)O)C2=O)cc1 (stereo unspecified)
 : 8, nt, nt, 9, -6, nt, -10, -0.3, -1
51	O=C(c1ccco1)N1CCN(C2CC(=O)N(c3ccc(C(F)(F)F)cc3)C2=O)CC1 (stereo unspecified)
 : -14, -15, 0.4, 3, 0, -12, -11, 0.2, 7
52	O=C(CNc1ccc2ccccc2c1)N/N=C/c1ccc(C(=O)O)cc1
 : 6, 9, -0.1, -8, 0, -4, 25, 1.2, 3
